# Screening results (PubChem BioAssay)
# SKKanGAS inh – blocks kanamycin growth of S. pyogenes SKKanGAS strain; 300,000 compounds, 1.3% hits; inhibition, % at 7.5 µM; BacTiter-Glo, 6 h; AID 1662;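 active means mean replicate score, as percent of positive control median, at least 50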;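 further: strain carries kanamycin resistance gene driven by streptokinase promoter and grows in 40 µg/ml kanamycin; loss of luminescence reflects streptokinase promoter inhibition or plain growth inhibition; 0% = median of DMSO wells and 100% = positive control at its reference dose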
# KLF5 inhibitor – kruppel-like factor 5 inhibition; AID 1700; 290,000 compounds, 0.23% hits; DLD-1 KLF5 promoter-luciferase reporter, luminescence; inhibition, % at 5 µM;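 active means inhibition above a per-plate limit of that plate's mean compound inhibition plus 3 SD, cut at about 60% in these data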;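 further: 0% = DMSO wells and 100% = LY294002 at 200 µM; higher means less KLF5 promoter-driven luciferase light; inactives centre near -14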
# HSP90 refold inh – blocks HSP90-mediated luciferase refolding in reticulocyte lysate; AID 1789; 290,000 compounds, 0.91% hits; Rabbit reticulocyte lysate, luciferase refolding luminescence, 3 h; inhibition, % at 5.6 µM;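 active means inhibition above the screen-wide mean plus 3 SD, computed separately per campaign, cut at about 16% in these data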;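 further: 0% = DMSO wells and 100% = 60 µM geldanamycin wells; inhibitors lower the luminescence because luciferase stays unfolded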
# HSF-1 act – increases HSF-1 driven luciferase reporter signal; NIH3T3-HGL HSF-1 luciferase reporter, MG132, 8 h; 100% = twice DMSO control signal; activation, % at 9 µM; 300,000 compounds, 1.7% hits; AID 504408;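 active means mean replicate activation of at least 50% with a set share of replicates each reaching 50%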;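 further: 0% = median of the neutral control wells and 100% = twice that signal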
# Platelet DG rel – platelet dense granule release activity | 300,000 compounds, 0.22% hits | AID 1663 | inhibition, %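 (compounds screened at 7.5 µM in platelet-rich plasma)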 | human platelet-rich plasma, SFLLRN dense granule ATP release, luminescence;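 active means mean replicate score, as percent of positive control, at or above 50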
# HSF1 inhib – HSF1 inhibition; NIH3T3-HGL HSE-luciferase, MG132-induced, luminescence 8 h; active compounds read low; activity change, negative = inhibition, % at 7.5 µM (by protocol); 300,000 compounds, 0.77% hits; AID 2098;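 active means more than half of replicate wells show activity change below -50%, luminescence cut by over half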;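 further: luciferase reports HSF-1 transcriptional activity via heat shock element; 0% = median of DMSO wells and -100% = zero luminescence signal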
# aSyn 5UTR inh – MLPCN primary screen, SNCA 5' untranslated region. alpha-synuclein 5'UTR reporter, inhibitor activity. inhibition, % (tested at 7.5 µM). 300,000 compounds, 0.82% hits; in the data active means inhibition above about 60%;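 further: H4 neuroglioblastoma cells stably carrying SNCA 5'UTR luciferase fusion; 0% = DMSO wells and 100% = positive control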
# AI-2 QS modul – Vibrio harveyi AI-2 quorum sensing modulation; Vibrio harveyi JMH597 AI-2 luminescence/OD600 ratio, 9 h; active compounds read low; strain lacks LuxN and CqsS sensors; 0 = neutral-control median; activity change, % at 7.5 µM; 300,000 compounds, 0.4% hits; AID 2094; in the data active means activity change below about -75%, passing the limit was not always enough;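 further: luminescence divided by OD600 gain over 9 h not by final OD600 alone; inactives centre near 13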
# HIF activator – HIF pathway transcriptional activation | U2OS HRE-luciferase reporter, luminescence; normalized: DMSO 0%, desferrioxamine 100% | activation, % at 7.5 µM (by protocol) | 300,000 compounds, 0.32% hits | AID 1910;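 active means mean activation of at least 10% of the iron chelator positive control signal, with at least half of replicates also reaching 10%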
# IEC-6 tox – kills IEC-6 intestinal cells in KLF5 counter-screen. IEC-6 cytotoxicity, luminescence viability. AID 1825. inhibition, % at 5 µM. 290,000 compounds, 0.78% hits; in the data active means inhibition above about 22%;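 further: 0% = plate median of test compound wells and 100% = cytotoxic reference compound wells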
# Numbers without * were called inactive; . = not tested or not shown. The order is random; any-hit rate near 6%.
Structure	aSyn 5UTR inh	HIF activator	Platelet DG rel	KLF5 inhibitor	HSP90 refold inh	HSF-1 act	HSF1 inhib	AI-2 QS modul	SKKanGAS inh	IEC-6 tox
CC(=O)NC(Cc1ccccc1F)C(=O)NC1CCN(C(=O)Nc2ccc(C)cc2)CC1 (centres undefined)	-1	0.3	-14	0	1	-10	-2	-6	0	9
CCOC(=O)CSc1nc2ccc(C)cc2[nH]1	-14	0.3	15	-23	1	8	15	26	-5	-1
CCOC(=O)c1ccccc1NC(=O)COC(=O)C(CCSC)NC(=O)COc1ccccc1 (centres undefined)	0	-1.1	11	.	.	12	4	-9	26	.
O=C(N/N=C/c1ccc(OC(F)F)cc1)c1ccc(CSc2nc3ccccc3[nH]2)cc1	-5	0.6	4	-22	-1	8	2	-17	26	-4
Cc1ccc(N2C(=O)c3ccccc3C2Nc2ccc(S(=O)(=O)N3CCCCC3)cc2)nc1 (centres undefined)	-9	2.3	9	-1	2	19	14	10	2	9
COc1ccc(NC(=O)CN2C(=O)NC3(CCCC3)C2=O)cc1Cl	-9	-0.3	-5	-4	5	7	5	-28	-1	-3
Cc1ccc(OCC(=O)Nc2ccc([N+](=O)[O-])cc2)cc1	-10	-13	-12	1	-2	-1	7	12	-1	-8
O=C(Cc1cccs1)NCCS(=O)(=O)N1CCN(c2ccccc2F)CC1	-11	0.7	0	.	.	6	-6	28	0	.
S=c1[nH]nc(-c2ccco2)n1/N=C/c1ccc(Br)s1	8	-0.9	6	-34	-6	-1	-5	23	13	-6
CCOC(CCNC(=O)c1cn(CC(C)C)c(=O)c2c1c1ccccc1n2C)OCC	-10	0.9	-1	-20	2	-9	-6	17	-10	1
COc1ccc(OC)c(NC(=O)CSc2nnc(C3CCCCC3)o2)c1	-17	-0.4	2	-23	1	-13	3	14	2	6
O=C(NC1CCCc2c1cnn2-c1cc(F)cc(F)c1)c1ccccn1 (centres undefined)	-5	0.9	4	-5	-4	10	2	18	1	-1
O=C(O)c1ccccc1C(=O)Nc1n[nH]c(=S)s1	-3	-0.3	5	-22	-1	2	2	15	-4	-1
CC(=O)Nc1c2c(nn1-c1ccc(C)cc1C)CS(=O)C2 (centres undefined)	-9	0.4	-8	-2	5	17	-5	2	-9	-1
N#CC(c1nc2ccccc2nc1N1CCCC1)S(=O)(=O)c1cccs1 (centres undefined)	11	0.5	4	4	3	-19	-6	2	16	3
Cc1nc2cccc(C(=O)NC3CCCCC3)c2o1	11	-1.2	5	-7	3	24	-3	18	11	-3
O=[N+]([O-])c1ccc(Sc2ccc(Cl)c(Cl)c2)nc1	-12	0.5	2	-12	1	34	9	13	-5	3
CCOC(=O)c1cc2c(OC)ccc(OC)c2n1CC(=O)c1ccccc1	-2	0.4	3	6	2	27	-1	10	3	4
COc1ccc(C(=O)N2CCC(C(=O)c3ccc(F)cc3)CC2)cc1	5	-0.3	7	20	4	-6	-5	24	2	-1
O=C(O)c1ccc(NS(=O)(=O)c2ccc(Cl)cc2)cc1	1	-0.2	-2	-32	1	.	.	-8	.	-1
CCC(C)[C@H](NC(=O)NCCC1=CCCCC1)C(=O)O (some centres undefined)	14	-0.1	-1	2	-2	-13	-3	15	2	-3
Cc1cc(NC(=O)CSc2c3c(nc4ccccc24)CCC3)no1	-44	-0.3	1	-6	-1	72*	57	1	-4	7
Cc1cccc(-n2nc3c(c2NC(=O)CCC2CCCCC2)CS(=O)C3)c1C (centres undefined)	-32	-0.4	5	2	-3	0	2	19	-3	5
COc1ccc(S(=O)(=O)Nc2ccc3c(c2)n(C)c(=O)n3C)cc1F	-5	0.5	19	-21	-4	16	7	14	2	10
CCOc1ccc(N(CC(=O)NC2CCCCC2C)S(=O)(=O)c2c(C)noc2C)cc1 (centres undefined)	17	-0.2	-10	-17	-4	18	3	19	0	0
O=NN1CCN(c2ccncc2S(=O)(=O)N2CCCCC2)CC1	4	-0.4	0	-4	-1	-22	-11	7	0	2
CN(C)n1cccc1/C=C(\C#N)S(=O)(=O)c1cccc(Cl)c1	-6	0.2	-6	-18	-6	-10	0	28	10	1
COc1ccccc1N1CCN(C(=O)c2ccc3c(c2)NC(=O)C(CSCc2ccccc2C)N3)CC1 (centres undefined)	-11	-0.3	-3	-6	3	1	-6	43	13	0
CC1=NN(c2ccc(Cl)c(C(=O)O)c2)C(=O)C1	20	0.7	-1	-29	5	-21	2	16	8	2
O=C(Nc1ccc(F)cc1)c1cccc(NC(=O)C2C3CC4OC(=O)C2C4C3)c1 (centres undefined)	-2	1.0	-3	-43	-5	5	6	5	3	-4
CC[C@@]12C(=O)N(c3ccc(OC)cc3)C(=O)N1[C@H](c1cccc(C)c1)[C@@H]1C(=O)N(Cc3ccccc3)C(=O)[C@@H]12	2	0.5	8	4	2	-5	2	22	-4	2
CC(O)c1nc2ccccc2n1CC(=O)Nc1ccc2c(c1)OCCO2 (centres undefined)	-27	1.6	-3	9	1	-37	-29	10	1	3
CCOC(=O)c1c(N)sc2c1CCN(CCc1ccccc1)C2	6	-0.1	9	-50	1	-3	-8	27	0	3
Cc1nonc1OCCCNc1ccc([N+](=O)[O-])cc1Cl	-84	1.3	-4	1	-2	.	.	-3	1	9
COc1ccc(C/C(C)=N/NC(=S)Nc2ccc(C)c(C)c2)cc1	-13	-0.8	13	-4	0	7	-1	25	-6	-5
Fc1cnc(Cl)nc1NC1CCCCC1	13	1.7	-6	-36	2	-23	-15	0	2	3
COc1ccc(C(C(=O)NC2CCCC2)N(C(=O)c2snc(C(N)=O)c2N)c2cc(C)ccc2OC)cc1OC (centres undefined)	-1	0.2	-4	-8	-1	38	5	4	0	5
NS(=O)(=O)c1cccc(NC(=O)c2ccno2)c1	-4	-1.5	0	-29	-5	35	1	0	-11	-14
Clc1ccc(CNCc2cccs2)cc1Cl	-31	1.0	-2	-18	-1	30	4	-6	-3	6
O=C(Cc1ccc(-n2cccc2)cc1)NC1CCCCCC1	-3	-0.2	1	0	1	2	10	35	-3	-1
OC(CNCC1COc2ccccc2O1)COc1ccc(Cl)cc1 (centres undefined)	5	-5.6	2	-18	-4	4	-4	-13	-1	10
CCCCN(C(=O)c1cccc(-n2cccc2)c1)c1c(N)n(CCC)c(=O)[nH]c1=O	1	0.1	1	.	.	-3	2	4	-9	.
Cc1cccc(OCCCC(=O)NC2CCCCC2)c1	-4	-1.2	5	-13	-3	17	0	23	-4	1
COCCN1CN(S(=O)(=O)c2ccccc2)c2nc3ccccc3nc21	24	0.1	10	-31	-4	4	-17	26	8	-3
O=c1c2ccccc2nnn1CSc1ccccc1	-75	0.2	-6	-129	12	86*	44	1	2	3
OC(CN1CCOCC1)c1ccc(F)cc1 (centres undefined)	9	0.1	2	-14	4	4	1	8	0	1
Cc1noc(C)c1C(=O)Nc1cccnc1	18	-0.3	3	12	4	0	-13	4	.	4
CCn1cc(C(=O)NCCCN2CC(C)CC(C)C2)c(=O)c2cc(S(=O)(=O)N(C)C)ccc21 (centres undefined)	10	0.2	-1	-26	-2	-57	-46	-16	-4	1
CN(CC(=O)Nc1ccc(N2CCOCC2)cc1)C(=O)c1cn(-c2ccccc2)nc1-c1ccccc1	-11	1.9	-1	.	.	0	0	53	25	.
CCCCNC(=O)CSc1nc2ccsc2c(=O)n1CCCC(=O)NCCc1ccc(S(N)(=O)=O)cc1	7	0.2	2	-11	2	1	0	9	16	9
Cn1c(SCc2ccc(C#N)cc2Cl)nc2ccccc21	-176	2.5	4	-155	5	93*	74	9	0	2
O=C(N/N=C/c1cc(Br)c(Br)o1)c1ccc2c(c1)OCCO2	-135	1.6	-7	-41	5	-28	-22	60	5	-15
CC(=O)Nc1cccc(Nc2nc(-c3ccccc3)nc3ccccc23)c1	-3	0.0	-1	-17	0	.	.	33	-7	2
COc1ccc(NC(=O)C2CC(=O)N(c3ccccc3Cl)C2)c(OC)c1 (centres undefined)	6	-0.1	-2	-11	-2	-2	-3	40	6	2
COc1ccc2[nH]c3ccccc3c2c1	-28	-0.1	-12	0	2	14	3	-9	-2	-1
CC(Sc1nncn1C)C(=O)Nc1cc(C(F)(F)F)ccc1N1CCOCC1 (centres undefined)	1	0.7	-2	6	3	2	-7	24	1	0

# Going on with the list:
Structure	aSyn 5UTR inh	HIF activator	Platelet DG rel	KLF5 inhibitor	HSP90 refold inh	HSF-1 act	HSF1 inhib	AI-2 QS modul	SKKanGAS inh	IEC-6 tox
CCc1ccc(-c2nc(CN3CCC(C(=O)NCc4ccccc4OC)CC3)c(C)o2)cc1	-14	0.7	-5	-5	5	3	0	11	-3	2
CCCn1c(SCC(=O)NC)nc2sc3c(c2c1=O)CCC3	29	-2.0	2	3	-2	-6	-2	25	7	8
C=CC1=C2C=C(C3CC3)N(C3CC3)C=C2C(=O)C(C)(OC(=O)c2ccco2)C1=O (centres undefined)	-12	-0.1	1	.	.	-2	-6	10	3	.
Cc1cccc(C)c1NC(=O)C(c1ccccc1)N1CCOCC1 (centres undefined)	-9	1.5	0	-5	-4	13	1	12	-1	0
CC(C)CN1C(=O)NC(NS(=O)(=O)c2ccc(N)cc2)(C(F)(F)F)C1=O (centres undefined)	15	0.4	4	-31	2	14	3	19	3	-3
COc1ccc(-c2c3c(nc4sc5c(Cl)nc(C)nc5c24)CCC3)cc1	-1	-0.1	-4	-33	-2	-11	-13	24	3	2
Cc1ccc(-c2nnn(CC(=O)N(CCO)C(C(=O)NC(C)(C)C)c3ccncc3)n2)cc1 (centres undefined)	-25	-0.4	-11	-17	0	-8	2	17	-7	-7
Cc1cc(Oc2ccc(Br)cc2)nc(SCC(=O)c2ccccc2)n1	7	0.1	7	-10	-2	25	-2	14	-6	1
Cc1c(O)ccc2c(CC(=O)N[C@@H](Cc3ccccc3)C(=O)O)cc(=O)oc12	-1	1.8	-4	-8	-2	-12	0	28	8	-10
Cc1ccc(C(=O)N/C(=C\c2cccs2)C(=O)N2CCN(C)CC2)cc1C	0	-0.6	15	-11	-3	-22	-12	18	2	-1
COc1ccc(Nc2nc3ccc(C)cn3c(=O)c2/C=N/O)cc1	-1	0.0	5	-3	-1	34	0	5	6	5
Cc1ccc(C)c(N2CCN(C(=O)c3csc(C)c3C)CC2)c1	15	-0.1	-1	-23	5	-6	18	12	7	-4
COC(=O)CCCC1=CC2=CC(=O)C(C)(OC(=O)c3cccs3)C(=O)C2=CN1Cc1ccco1 (centres undefined)	-4	-0.4	0	.	.	5	5	15	3	.
Cc1cccnc1CCNC(=O)C1CCC(=O)N(Cc2cccc(F)c2)C1 (centres undefined)	4	0.3	-10	-42	-3	3	1	33	5	0
COc1ccc(Cl)cc1-c1nc(SCC(=O)NC(C)C)n[nH]1	20	-0.2	4	-13	0	-2	-5	10	-7	2
